# Mdm2 ligase inh = MDM2-luciferase reporter signal enhancers, primary screen, MDM2 E3 ligase inhibitor project, cell-based, luminescence, 1536-well; cell-based MDM2 ubiquitination luciferase reporter, 2 h; 0 = plate control, 100 = twice control, blank-subtracted; actives 0.11% (n = 210,000); signal enhancement, % at 5 µM;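 active means signal enhancement of 30% or more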;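 further: luminescence tracks abundance of the self-degrading MDM2-luciferase fusion protein; higher signal means inhibition of MDM2 E3 ligase activity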
#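 Test system: stable mammalian line carrying autodegrading MDM2–luciferase fusion reporter; quantity: 2000 cells in each well; times: 4 h cell settling then 2 h compound exposure, 37 °C; detection: luminescence with SteadyLite reagent, 15 min at room temperature; evaluation: percent signal gain over controls, blank-subtracted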
# Rad51 HR inh = human RAD51 strand exchange inhibitors, primary screen, biochemical, fluorescence | DNA repair protein RAD51 homolog 1 (Homo sapiens), Q06609 | hRad51 DNA strand exchange, fluorescence dequenching | inhibition, % at 10 µM | actives 0.085% (n = 200,000) | AID 1385, 2008;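 active means inhibition above 40% at the single screening dose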;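 further: 0% = DMSO control wells and 100% = blanks with heterologous ssDNA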
#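 System: hRad51 filaments on single-stranded DNA; reagent: Fluorescein- and BHQ1-tagged 47-mer duplex; compound dosing: one concentration, 10 µM final; timing: filaments 15 min 37 °C, then compound 30 min; measured by: fluorescein emission 520 nm, excitation 485 nm; benchmarks: per-plate controls and blanks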
# p97 inhibitor = inhibitors of human p97 ATPase, primary screen, biochemical | Transitional endoplasmic reticulum ATPase (Homo sapiens), P55072 | actives 0.42% (n = 220,000) | recombinant p97 ATPase, Kinase-Glo ATP luminescence, 3 h | inhibition, % at 8 µM; in the data active means inhibition above about 15%;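 further: 0% = DMSO vehicle and 100% = wells lacking enzyme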
# hK5 inh = human KLK5 protease inhibitors, primary screen, biochemical, 1536-well | Kallikrein-5 (Homo sapiens), Q9Y337 | recombinant hK5, fluorogenic AMC substrate cleavage | inhibition, % at 5 µM | actives 0.59% (n = 210,000) | AID 873, 2007;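 active means inhibition of 40% or more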;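 further: 0% = enzyme controls without compound and 100% = no-enzyme blanks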
# FXIa inh = human FXIa protease inhibitors, primary screen, biochemical, 1536-well; Coagulation factor XI (Homo sapiens), P03951; purified FXIa, Boc-Glu-Ala-Arg-AMC fluorogenic substrate; inhibition, % at 5 µM; actives 0.14% (n = 220,000);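 active means inhibition of at least 40%; inactive means inhibition below 40%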;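 further: fluorescence of freed AMC excited at 355 nm; 0% = enzyme without compound and 100% = no enzyme blank; many of its hits are not listed in these tables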
# 14-3-3 Bad inh = inhibitors of 14-3-3 zeta/Bad binding, primary screen, biochemical, TR-FRET, bovine 14-3-3 zeta | 14-3-3 protein zeta/delta (Bos taurus), P63103 | TR-FRET 14-3-3zeta/Dy647-pBad peptide displacement, 1 h | inhibition, % at 21.7 µM | actives 0.71% (n = 220,000);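 active means inhibition above about 70%, limit read from the data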;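 further: 0% = full 14-3-3 plus peptide FRET controls and 100% = background without 14-3-3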
# Target sequence (P63103 whole entry, looked up): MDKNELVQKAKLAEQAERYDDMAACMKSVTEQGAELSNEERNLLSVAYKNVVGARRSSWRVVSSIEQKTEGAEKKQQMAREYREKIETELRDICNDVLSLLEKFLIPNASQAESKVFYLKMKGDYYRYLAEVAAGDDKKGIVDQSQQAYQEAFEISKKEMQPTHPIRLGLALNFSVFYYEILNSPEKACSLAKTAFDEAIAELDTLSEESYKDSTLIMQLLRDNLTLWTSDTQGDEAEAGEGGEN
# eIF4E-4G inh = eIF4E–eIF4G protein interaction inhibitors, primary screen, biochemical, uHTS, TR-FRET, eIF4GI fragment | actives 0.37% (n = 220,000) | TR-FRET eIF4E-eIF4GI(517-606) binding, 2 h | AID 782, 2007 | Eukaryotic translation initiation factor 4E (Mus musculus) + Eukaryotic translation … | inhibition, % at 21.7 µM;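 active means inhibition above about 30%, limit read from the data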;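 further: 0% = full FRET control wells and 100% = background wells lacking eIF4GI fragment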
# Wee1 stabilizer = Wee1 degradation inhibitors, primary screen, cell-based, HeLa, Wee1K328M-luciferase, luminescence | Wee1-like protein kinase (Homo sapiens), P30291 | HeLa Luc-Wee1K328M stability; 100% = proteasome inhibitor MG132 effect | reporter increase, % at 5 µM | actives 1.2% (n = 220,000) | AID 1321, 2008;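 active means activation above the mean of all tested compounds plus 3 SD, set per screening run, cut at about 8.8% in these data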;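 further: cells exposed to compound for 20 h before luminescence read; 0% = DMSO alone and 100% = MG132 at 30 µM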
# Target sequence (P30291 whole entry K328M): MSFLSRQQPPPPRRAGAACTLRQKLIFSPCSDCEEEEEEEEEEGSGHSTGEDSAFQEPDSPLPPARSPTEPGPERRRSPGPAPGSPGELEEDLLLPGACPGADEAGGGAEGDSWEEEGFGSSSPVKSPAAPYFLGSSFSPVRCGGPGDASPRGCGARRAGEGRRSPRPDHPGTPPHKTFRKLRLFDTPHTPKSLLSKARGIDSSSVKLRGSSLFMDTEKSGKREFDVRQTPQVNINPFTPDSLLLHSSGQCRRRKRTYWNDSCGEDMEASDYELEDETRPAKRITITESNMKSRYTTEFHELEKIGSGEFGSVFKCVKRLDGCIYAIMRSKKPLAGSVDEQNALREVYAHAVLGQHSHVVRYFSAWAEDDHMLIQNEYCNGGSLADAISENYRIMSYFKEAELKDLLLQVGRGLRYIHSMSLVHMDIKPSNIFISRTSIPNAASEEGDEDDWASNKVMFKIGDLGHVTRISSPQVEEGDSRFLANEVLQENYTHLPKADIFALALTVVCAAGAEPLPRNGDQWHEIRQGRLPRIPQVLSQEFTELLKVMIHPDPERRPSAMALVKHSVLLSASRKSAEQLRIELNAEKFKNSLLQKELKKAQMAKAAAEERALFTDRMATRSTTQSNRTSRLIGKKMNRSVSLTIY
# FXIIa inh = human FXIIa protease inhibitors, primary screen, biochemical, 1536-well | Coagulation factor XII (Homo sapiens), P00748 | purified FXIIa, Boc-QGR-AMC fluorogenic substrate, 2 h | inhibition, % at 5 µM | actives 0.3% (n = 220,000); in the data active means inhibition above about 40%;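 further: 0% = enzyme with no compound and 100% = blank without enzyme; many of its hits are not listed in these tables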
# * = called active by the depositor; nt = no result given; [ ] = dose if it differs, or a comment. Outcome played no part in choosing rows; 3.5% or so of the library scored in one or more.
# Short forms – A = Mdm2 ligase inh; B = Rad51 HR inh; C = p97 inhibitor; D = hK5 inh; E = FXIa inh; F = 14-3-3 Bad inh; G = eIF4E-4G inh; H = Wee1 stabilizer; I = FXIIa inh
O=C(OCC(=O)c1cccs1)c1ccc(NC(=O)c2ccco2)cc1
  A = -15.2 | B = 0.1 | C = 3.2 | D = 13.8 | E = 8.5 | F = -0.5 | G = 3.4 | H = -0.6 | I = 14.1

CC1(C)CC2(C)Nc3ccccc3N2C(=S)N1 (stereo not drawn)
  A = 9.3 | B = nt | C = -0.5 | D = -4.6 | E = -9.8 | F = -7.0[fluorescence artefact?] | G = 1.4 | H = 0.9 | I = -2.2

COc1ccc(OC)c(NC(=O)CS(=O)(=O)c2ccccc2)c1
  A = -3.6 | B = -3.9 | C = -2.5 | D = -3.4 | E = 0.5 | F = -6.3 | G = -0.9 | H = 0.1 | I = 10.2

O=C(CCN1C(=O)c2ccccc2C1=O)Nc1cccnc1
  A = nt | B = -1.0 | C = 4.1 | D = -11.1 | E = 7.4 | F = 3.8 | G = -7.5 | H = 1.9 | I = 14.7

CCOC(=O)C1CCCN(C(=O)c2cn(C)c(=O)c3cc(OC)c(OC)cc23)C1 (stereo not drawn)
  A = 5.0 | B = -1.9 | C = -0.8 | D = -10.5 | E = 0.8 | F = 5.2 | G = 0.1 | H = -1.0 | I = 9.9

O=C1c2cccnc2Nc2ccccc2N1CCCF
  A = -19.9 | B = nt | C = 8.8 | D = -6.9 | E = -4.1 | F = -5.1 | G = 1.7[fluorescence artefact?] | H = -0.2 | I = -0.5

CCn1cc(C(=O)O)c(=O)c2cnc(N3CCN(C(=S)NC(=O)c4ccccc4Cl)CC3)nc21
  A = -13.9 | B = 13.4 | C = 4.8 | D = -7.0 | E = -6.8 | F = -6.2 | G = -2.2 | H = -1.8 | I = 0.1

CCCOc1cccc(C(=O)N(Cc2cccs2)C2CCS(=O)(=O)C2)c1 (stereo not drawn)
  A = -7.9 | B = 5.0 | C = -1.6 | D = -15.3 | E = 7.4 | F = -11.6 | G = 3.1 | H = 0.6 | I = 14.0

O=C(O)/C=C/c1ccc2noc(-c3ccccc3)c2c1
  A = nt | B = nt | C = 5.8 | D = nt | E = 4.0 | F = -2.5 | G = -4.6 | H = 26.2* | I = 11.8

CCOC(=O)N1CCC(NC(=O)c2cnn3ccccc23)CC1
  A = -7.3 | B = -5.5 | C = 5.4 | D = -4.2 | E = -1.2 | F = 2.9 | G = 0.9 | H = -1.0 | I = 5.0

# Next results
# Short forms – A = Mdm2 ligase inh; B = Rad51 HR inh; C = p97 inhibitor; D = hK5 inh; E = FXIa inh; F = 14-3-3 Bad inh; G = eIF4E-4G inh; H = Wee1 stabilizer; I = FXIIa inh
Cc1cccc(Cc2c(C)nc3nc(SCC(=O)NCc4ccco4)nn3c2C)c1
  A = -13.6 | B = -6.2 | C = 4.5 | D = 4.2 | E = -16.5 | F = -2.5 | G = 14.0 | H = 0.4 | I = -1.7

CC(C)CCn1cnc2c(sc3nc4c(cc32)CSC(C)(C)C4)c1=O
  A = -26.0 | B = 11.5 | C = -1.4 | D = 8.8 | E = 4.3 | F = 3.3[fluorescence artefact?] | G = -2.5 | H = -2.6 | I = 3.5

C=CCN1C(=O)/C(=C\c2cc(Br)c(OCc3ccccn3)c(OC)c2)SC1=S
  A = -0.8 | B = 1.0 | C = 1.1 | D = 1.1 | E = 2.9 | F = -7.4 | G = -3.1 | H = -0.4 | I = 10.4

COc1cccc(Cn2c(=O)c3[nH]cnc3n(-c3ccccc3C)c2=O)c1
  A = -21.0 | B = -13.2 | C = -2.3 | D = 8.8 | E = 10.9 | F = 8.5 | G = -1.0 | H = 1.7 | I = 19.5

COc1ccc(Nc2nc(N)nc(CN3CCc4ccccc4C3)n2)cc1
  A = -14.6 | B = -0.5 | C = -0.5 | D = 1.7 | E = 0.3 | F = -3.6 | G = -4.2 | H = 1.0 | I = 6.9

COc1ccc(/C=N/NC(=O)CSCc2ccc([N+](=O)[O-])cc2)cc1OC
  A = -7.0 | B = nt | C = 0.7 | D = -6.0 | E = 5.9 | F = -4.8 | G = 1.9 | H = 3.5 | I = 4.5

C=CCN(CC=C)S(=O)(=O)c1ccc(NC(=S)NC(=O)Cc2ccc(OC)cc2)cc1
  A = -24.2 | B = -5.2 | C = 1.9 | D = -4.5 | E = -1.9 | F = -0.7 | G = -5.3 | H = -1.3 | I = 3.4

Cc1nnc(SCC(=O)Nc2ncc(Cc3ccc(F)cc3)s2)n1N
  A = -12.3 | B = 10.0 | C = -1.5 | D = 11.1 | E = -2.2 | F = -3.1 | G = 8.3 | H = 0.4 | I = 13.6

CCOC(=O)c1c(C)oc2cc(Br)c(OC)cc12
  A = 1.6 | B = 8.4 | C = -2.6 | D = -4.6 | E = -0.8 | F = 5.1 | G = -2.0 | H = -4.2 | I = 9.9

CN(C)S(=O)(=O)c1ccc2nnn(OCC(=O)NC34CC5CC(CC(C5)C3)C4)c2c1
  A = -1.6 | B = 4.3 | C = -4.6 | D = -5.9 | E = 5.6 | F = 0.9[fluorescence artefact?] | G = 4.2 | H = -0.7 | I = 12.3

# (cont.)
# Short forms – A = Mdm2 ligase inh; B = Rad51 HR inh; C = p97 inhibitor; D = hK5 inh; E = FXIa inh; F = 14-3-3 Bad inh; G = eIF4E-4G inh; H = Wee1 stabilizer; I = FXIIa inh
Cc1ccc(/C=C2/SC(=O)NC2=S)o1
  A = -0.6 | B = -47.0 | C = 25.8* | D = -4.7 | E = 1.2 | F = 5.6 | G = 5.7 | H = -0.4 | I = 6.6

COC(=O)\C(C(C)=O)=C(/C=C/C=C/C=C/N(C)C)N(C)C
  A = -7.5 | B = -94.5 | C = -3.4 | D = 1.6 | E = 12.2 | F = 4.9 | G = 6.9 | H = 0.0 | I = 18.6

C=C(C)C1CC=C(C)/C(=N/NC(=O)c2cccs2)C1 (stereo not drawn)
  A = -5.5 | B = 8.2 | C = 2.2 | D = -15.9 | E = -0.5 | F = -24.1 | G = 11.3 | H = -3.0 | I = 3.7

CCN/N=C(\Cc1nc2ccccc2[nH]1)c1ccccc1
  A = -6.4 | B = -6.1 | C = 3.1 | D = -4.6 | E = -5.4 | F = -23.5 | G = -2.7 | H = -2.1 | I = 1.9

# A stretch taken from the entries so far, for reference:
# Short forms – A = Mdm2 ligase inh; B = Rad51 HR inh; C = p97 inhibitor; D = hK5 inh; E = FXIa inh; F = 14-3-3 Bad inh; G = eIF4E-4G inh; H = Wee1 stabilizer; I = FXIIa inh
Cc1nnc(SCC(=O)Nc2ncc(Cc3ccc(F)cc3)s2)n1N
  A = -12.3 | B = 10.0 | C = -1.5 | D = 11.1 | E = -2.2 | F = -3.1 | G = 8.3 | H = 0.4 | I = 13.6

CCOC(=O)c1c(C)oc2cc(Br)c(OC)cc12
  A = 1.6 | B = 8.4 | C = -2.6 | D = -4.6 | E = -0.8 | F = 5.1 | G = -2.0 | H = -4.2 | I = 9.9

CN(C)S(=O)(=O)c1ccc2nnn(OCC(=O)NC34CC5CC(CC(C5)C3)C4)c2c1
  A = -1.6 | B = 4.3 | C = -4.6 | D = -5.9 | E = 5.6 | F = 0.9[fluorescence artefact?] | G = 4.2 | H = -0.7 | I = 12.3

Cc1ccc(/C=C2/SC(=O)NC2=S)o1
  A = -0.6 | B = -47.0 | C = 25.8* | D = -4.7 | E = 1.2 | F = 5.6 | G = 5.7 | H = -0.4 | I = 6.6

COC(=O)\C(C(C)=O)=C(/C=C/C=C/C=C/N(C)C)N(C)C
  A = -7.5 | B = -94.5 | C = -3.4 | D = 1.6 | E = 12.2 | F = 4.9 | G = 6.9 | H = 0.0 | I = 18.6

C=C(C)C1CC=C(C)/C(=N/NC(=O)c2cccs2)C1 (stereo not drawn)
  A = -5.5 | B = 8.2 | C = 2.2 | D = -15.9 | E = -0.5 | F = -24.1 | G = 11.3 | H = -3.0 | I = 3.7

CCN/N=C(\Cc1nc2ccccc2[nH]1)c1ccccc1
  A = -6.4 | B = -6.1 | C = 3.1 | D = -4.6 | E = -5.4 | F = -23.5 | G = -2.7 | H = -2.1 | I = 1.9

# High-throughput results as filed in PubChem.
